# Screening results (PubChem BioAssay)
# D3 antag = antagonists of human D3 dopamine receptor; P35462; max response, negative = inhibition, %; 360,000 tested, 2.5% active; D3R cells, DiscoveRx beta-arrestin luminescence, antagonist mode; active compounds read low; AID 652054; in the data active means max response below about -50%; inconclusive means no clear call, values can overlap the other calls; further: on the % scale 0 is the no-effect control and ±100 the full control effect; mostly tested at two doses, the higher about 12 µM
# Target sequence (P35462 whole entry, looked up): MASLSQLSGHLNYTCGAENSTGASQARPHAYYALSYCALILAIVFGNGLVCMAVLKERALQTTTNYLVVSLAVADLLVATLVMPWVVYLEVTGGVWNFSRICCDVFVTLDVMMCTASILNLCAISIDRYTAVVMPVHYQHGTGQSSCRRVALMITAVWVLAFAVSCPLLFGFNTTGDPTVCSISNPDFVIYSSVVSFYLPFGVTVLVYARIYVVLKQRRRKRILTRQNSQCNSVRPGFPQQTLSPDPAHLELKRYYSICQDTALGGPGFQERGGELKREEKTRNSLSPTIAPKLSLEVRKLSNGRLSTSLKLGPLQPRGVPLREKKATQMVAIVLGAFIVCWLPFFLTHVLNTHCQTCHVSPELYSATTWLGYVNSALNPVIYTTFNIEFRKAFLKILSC
#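 Cells expressing the human receptor were seeded at 1500 cells/well, incubated overnight at 37 degrees C in 5% CO2, then exposed to library compounds with dopamine controls for 90 minutes at 37 degrees C before luminescent detection.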
# PTHR1 agonist = activates the human parathyroid hormone receptor PTHR1; Q03431; HEK293 GP2 PTHR1 cells, GloSensor cAMP luminescence, 1 h; Potency, µM (highest dose often 115 µM), inactives show at the top dose activation, actives largely listed as activators; 410,000 tested, 0.075% active; further: potency means the concentration at half of the fitted maximal effect; nearly all actives have a fitted effect of over 55% in size; some results filed as inactive show a strong effect at the top dose; inactives centre near -15; many of its hits are not listed in these tables
#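 HEK-293-derived GP2 cells expressing PTHR1 and a GloSensor cAMP reporter, 3,000/well, plated overnight, given luciferin plus IBMX (each 0.5 mM as added) for 1 h at 37 °C, then compound for 1 h at 37 °C. Luminescence was read after 15 min at room temperature.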
# Abeta rescue = compounds reversing amyloid beta toxicity in yeast; yeast expressing A-beta42, growth rescue, OD600, 48 h; response scale: 0% DMSO, 100% iron-clioquinol control; Potency, µM (series often up to 46.1 µM), for inactives: top-dose growth rescue, most hits filed as activators; 410,000 tested, 0.063% active; AID 1347071; further: potency means the concentration at half of the fitted maximal effect; nearly all actives have a fitted effect of over 55% in size
#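 Yeast growth medium received pinned compounds, then yeast cells expressing toxic A-beta were added; plates incubated at 30 C for 48 hr. Growth read as absorbance at 600 nm, normalized to DMSO and equimolar FeCl3 plus clioquinol controls.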
# pAkt inh = Akt phosphorylation inhibition; 360,000 tested, 0.32% active; activity change, % for hits at 50 µM; Neuro2A IGF-stimulated pAkt S473 HTRF, 20 min; active compounds read low; in the data active means activity change below about -80%; inconclusive means mostly about -51% to -80%; further: on the % scale 0 is the no-effect control and ±100 the full control effect
#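 Neuro2A cells in DMEM with 0.5% FBS, overnight at 37 deg C, given compound at single 50 µM final, then IGF (6 nM final) for 20 min at 37 deg C. Lysed; phospho-Akt Ser473 by HTRF after 24 h, 665/615 ratio.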
# GLP1R ag = GLP-1 receptor (human) agonism. P43220. HEK293 GLP-1R CRE-luciferase, luminescence, 4-6 h; cells express a hypersensitive GLP-1R form. Potency, µM (series often up to 45.6 µM), for the others: at the highest dose activation, usual class: activators. 380,000 tested, 0.007% active; further: potency means the concentration at half of the fitted maximal effect; % of control where 0% means no effect
# Target sequence (P43220 whole entry, looked up): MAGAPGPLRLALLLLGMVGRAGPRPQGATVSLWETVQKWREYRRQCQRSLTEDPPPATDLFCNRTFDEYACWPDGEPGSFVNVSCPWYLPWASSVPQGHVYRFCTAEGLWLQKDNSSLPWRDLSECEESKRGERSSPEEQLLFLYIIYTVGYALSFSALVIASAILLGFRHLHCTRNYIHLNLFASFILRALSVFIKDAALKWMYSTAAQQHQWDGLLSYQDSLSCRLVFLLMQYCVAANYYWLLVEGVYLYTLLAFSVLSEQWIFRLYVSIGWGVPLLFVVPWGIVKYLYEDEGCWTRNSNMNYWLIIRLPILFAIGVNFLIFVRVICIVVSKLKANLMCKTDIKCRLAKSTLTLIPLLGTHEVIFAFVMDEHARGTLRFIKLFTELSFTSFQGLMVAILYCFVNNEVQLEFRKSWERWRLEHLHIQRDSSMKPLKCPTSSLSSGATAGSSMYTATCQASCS
# aSyn yeast inh = rescues yeast growth from alpha-synuclein toxicity. Potency, µM (doses to about 46.1 µM), for the others: at the top dose growth rescue (activation), most hits filed as activators. 370,000 tested, 0.14% active. AID 652106. Yeast expressing alpha-synuclein, growth rescue, BacTiter-Glo, 24 h; further: potency means the concentration at half of the fitted maximal effect; % of control where 0% means no effect; nearly all actives have a fitted effect of over 65% in size
#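 Galactose-induced alpha-syn yeast (OD600=0.02, raffinose-pregrown) + pinned cpd, 24 hr, 30 deg C; growth by BacTiter-Glo luminescence. Growth restoration scores as activation.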
# TDP43 rescue = inhibitors of TDP-43 toxicity in yeast; TDP-43 expressing yeast growth rescue, BacTiter-Glo, 24 h; Potency, µM (doses to about 46.1 µM), for the others: at the top dose growth rescue (activation), hits mostly activators; 410,000 tested, 1.8% active; AID 652104; further: potency means the concentration at half of the fitted maximal effect; % of control where 0% means no effect; nearly all actives have a fitted effect of over 50% in size
#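 In this qHTS, compounds that restore growth of yeast expressing TDP-43 appear as activators. Cells (OD600=0.02, galactose medium, raffinose-pregrown) are incubated with compound 24 hr at 30 deg C and growth is quantified by BacTiter-Glo.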
# GLP-1R inv ag = inverse agonists of human GLP-1 receptor. P43220. 410,000 tested, 1.6% active. HEK293 GLP-1R CRE-luciferase, luminescence, 24 h; GLP-1R form is constitutively active. AID 624417. Potency, µM (highest dose often 38.3 µM), for inactives: at the top dose activity change, negative = inhibition, hits mostly inhibitors; further: potency means the concentration at half of the fitted maximal effect; on the % scale 0 is the no-effect control and ±100 the full control effect; nearly all actives have a fitted effect of over 55% in size
#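 Constitutively active GLP-1R drives a cAMP-responsive luciferase in stably transfected HEK293 cells; test compounds are added after overnight (12 h) attachment and left 24 hr, and signal loss in luminescence marks inhibition.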
# FUS suppressor = suppressors of FUS proteinopathy in yeast | S. cerevisiae FUS-expressing, growth rescue, OD600, 24 h | 390,000 tested, 0.24% active | Potency, µM (highest dose often 76.6 µM), for inactives: at the highest dose growth rescue (activation), hits mostly activators | AID 1347120;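 further: potency means the concentration at half of the fitted maximal effect; plate controls were DMSO vehicle for no effect and reference control for full effect; nearly all actives have a fitted effect of over 55% in size; some results filed as inactive show a strong effect at the top dose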
#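 Toxicity suppression screen in FUS-yeast. Cells induced with 2% galactose, starting OD 0.005, treated 24hr at 30C with compounds at multiple final concentrations; growth by OD600.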
# Active calls of the source: *; i = inactive; ? = inconclusive; . = not tested or not shown; & = joins results of further samples; [ ] = another dose, or the depositor's remark. Unless noted, the call rests on the fitted dose curve; in most records, active means well fitted curve in the direction sought with a large enough effect; inconclusive means small, poorly fitted or top-dose-only effect, or another doubt; inactive means no such curve, though single readings can be large; an effect the other way counts as inactive or inconclusive.
SMILES,D3 antag,PTHR1 agonist,Abeta rescue,pAkt inh,GLP1R ag,aSyn yeast inh,TDP43 rescue,GLP-1R inv ag,FUS suppressor
COc1ccc(/C=C/C(=O)Nc2ccc3nc(N4CCC(C)CC4)cc(C)c3c2)cc1,.,-27%,-11%,.,1%,.,13%,-19%,11%
O=C(NCC1CCCO1)c1onc(CSc2ccc(F)cc2)c1C(=O)O (configuration not stated),39,30%,3%,i,-4%,-1%,22%,13%,2%
O=C(N/N=C/c1ccccn1)c1cc(-c2ccccc2Cl)n[nH]1,-2,-23%,0%,i,15%,-10%,4%,35%[activator],6%
Cc1cc(C)cc(CC(=O)N2CCC2(C)C(=O)NS(=O)(=O)c2ccccc2C)c1 (configuration not stated),8,-22%,9%,i,-7%,12%,19%,8%,-15%
COc1ccc(OC)c(NC(=O)CCCNC(=O)Cn2cnc3sc(C)c(C)c3c2=O)c1,-5,-31%[inhibitor],-13%,i,6%,1%,-20%,2%,20%
O=C(CCc1nnc2ccc(NCc3ccco3)nn12)Nc1cccc(F)c1,-19,i,7%,i,-2%,-5%,-4%,-2%,16%
O=C(c1ccco1)N1CCN(C(=O)N2CCCC2)CC1,-5,i,-14%,i,1%,-2%,11%,5%,15%
Cc1nnc(SCC(=O)Nc2cc(C(N)=O)cc(C(N)=O)c2)n1-c1ccccc1,-1,i,-14%,i,7%,-1%,-6%,7%,-28%
O=C(CCCn1cncn1)N1CCCC(N2CCN(c3ccccc3F)CC2)C1 (configuration not stated),-13,-33%[inhibitor],-17%,i,-2%,-3%,-17%,14%,-12%
S=C(Nc1ccc(Cl)c(Cl)c1)N1CCN(c2ccccn2)CC1,7,-8%,12%,i,-7%,0%,10%,-22%,3%
COc1cc(NCc2ccccc2O)c2ncccc2c1,4,-12%,10%,i,19%,?,-4%,-10%,31%
CCN1CCN(c2c(S(=O)(=O)c3ccc(Cl)cc3)cnc3ccccc23)CC1,.,-24%,-5%,.,.,.,19%,6%,3%
N#CCCN(Cc1ccccc1)C(=O)Nc1ccc2c(c1)CCO2,-3,i,-2%,i,-4%,-4%,-2%,-13%,-18%
Cc1cccc(C(=O)NC(=O)Nc2ccc(-n3nc(C(F)(F)F)cc3C(F)(F)F)cc2)c1,.,-4%,16%,.,.,.,14%,14%,-12%
Cc1ccc(C2CC(c3ccc(Cl)cc3)=NNC2=O)cc1 (configuration not stated),21,i,5%[9.22 µM],i,13%,10%,22µM*,?,-13%
CCCOc1ccc(N2C(=O)CC(N(Cc3ccccc3)N=O)C2=O)cc1 (configuration not stated),-23,-10%,15%,i,0%,0%,20µM*,-8%,-15%
S=C(Nc1cccc(Cl)c1)N(CCCN1CCCC1)Cc1cccn1Cc1ccc(Cl)cc1,?,-9%,9%,i,-2%,0%,-10%,?,28%
NC(=O)Cn1nnc(-c2ccccc2NC(=O)c2cnccn2)n1,1,?,3%,i,3%,-6%,-1%,16%,28%
c1ccc2c(c1)nc1n2CCS1,-12,i,-20%,i,2%,-21%,-8%,7%,?
CCOc1ccc(-c2cc(N3C(=O)Nc4ccccc4N3O)on2)cc1,20,-10%,3%,i,2%,5%,19%,0%,18%
Cn1c(N)c(C(c2ccccc2)c2c(N)n(C)c(=O)n(C)c2=O)c(=O)n(C)c1=O,2,i,-13%,i,-6%,0%,-9%,22%,.
CC(C)Oc1ccc(CNC(=O)c2ccc(CS(=O)c3cccc(Cl)c3)o2)cc1 (configuration not stated),.,-17%,-19%,.,.,.,21%,-15%,14%
Cc1ccc(S(=O)(=O)N2[C@@H](c3ccc(C#N)cc3)C(C(=O)O)=C[C@H]2CC2CCCC2)cc1,23,-5%,-7%,i,-2%,-17%,7%,-20%,24%
CCN1CCN(C(=O)c2cc3cc(F)ccc3[nH]2)CC1,0,-17%,-18%,i,8%,-4%,-12%,-25%,37%
COc1ccccc1N1CCN(C(=S)Nc2ccc3nc(N4CCOCC4)cc(C)c3c2)CC1,-11,-16%,8%,i,3%,2%,-13%,?,21%
Cc1ccnc(SCc2nc3ccccc3s2)n1,9,-5%[57.5 µM],11%,i,12%,22%,14%,1%,17%
NCCSc1c(-c2ccc(F)cc2)[nH]c2ccccc12,-19,-18%,29%,i,-6%,12%,18%,10µM*,7%
Cc1cccc(C)c1N1C(=O)CN(Cc2ccccc2)C1=S,-16,-2%,-2%,i,0%,15%,27%,?,36%
COCCNc1c2c(nc3c(-c4ccccc4)c(C)nn13)CCC2,7,-1%,0%,i,26%,1%,?,?,5%
CCCn1c(=O)[nH]c2ccccc21,17,i,13%,.,-9%,-1%,2%,8%,-12%
CC1CCCC(C)N1C(=O)COC(=O)Cc1c[nH]c2ccccc12 (configuration not stated),-15,-24%,-6%,i,6%,0%,4%,?,3%
Cc1ccc(C(CNS(=O)(=O)c2ccc(Cl)cc2)N2CCN(C)CC2)cc1 (configuration not stated),-16,i,-4%,i,0%,-2%,-7%,?,5%
Cc1ccc(NS(=O)(=O)c2cccc3cccnc23)c(Cl)c1,11,-1%,-6%,i,4%,1%,?,?,-19%
NNC(=O)CN1C(c2ccc(Cl)cc2)=Nc2ccc(Br)cc2C1c1ccccc1 (configuration not stated),-59*,i,20%,i,-15%,6%,-1%,?,?
Cn1c(=O)c2cc(S(=O)(=O)N3CCOCC3)ccc2n(C)c1=O,-3,i,-14%,.,5%,-2%,0%,2%,31%
N#Cc1ccc(OCC(=O)N2CCN(S(=O)(=O)c3cccc(Cl)c3)CC2)cc1,1,-25%,15%,i,3%,8%,21%,-19%,.
C=CCNC(=S)NC(CC(=O)OC)c1ccc2c(c1)OCO2 (configuration not stated),2,i,10%,i,0%,1%,2%,-8%,11%
CCCc1c(OCCCCc2nn[nH]n2)ccc(C(C)=O)c1O,11,-9%,-19%,i,4%&17%,-15%,?,7%,-23%
COc1ccc(Cl)cc1NC(=O)CSc1nc(=O)n(CCN(C)C)c2c1CCCC2,-21,i,7%,i,-1%,-5%,14%,11µM*,10%
CC(C)NC(=O)C(c1ccccc1)N1Cc2ccccc2C1=O (configuration not stated),.,0%,-7%,.,.,.,30%,8%,-5%

# Exported with two lines to a compound: part of the list above
# Values in the order: D3 antag | PTHR1 agonist | Abeta rescue | pAkt inh | GLP1R ag | aSyn yeast inh | TDP43 rescue | GLP-1R inv ag | FUS suppressor
Cc1ccc(NS(=O)(=O)c2cccc3cccnc23)c(Cl)c1
  11 | -1% | -6% | i | 4% | 1% | ? | ? | -19%
NNC(=O)CN1C(c2ccc(Cl)cc2)=Nc2ccc(Br)cc2C1c1ccccc1 (configuration not stated)
  -59* | i | 20% | i | -15% | 6% | -1% | ? | ?
Cn1c(=O)c2cc(S(=O)(=O)N3CCOCC3)ccc2n(C)c1=O
  -3 | i | -14% | . | 5% | -2% | 0% | 2% | 31%
N#Cc1ccc(OCC(=O)N2CCN(S(=O)(=O)c3cccc(Cl)c3)CC2)cc1
  1 | -25% | 15% | i | 3% | 8% | 21% | -19% | .

# Next section:
SMILES,D3 antag,PTHR1 agonist,Abeta rescue,pAkt inh,GLP1R ag,aSyn yeast inh,TDP43 rescue,GLP-1R inv ag,FUS suppressor
Cc1cc(C(=O)CCC(=O)Nc2cccc(F)c2)c(C)s1,-12,-21%,-6%,i,-6%,0%,10%,?,4%
Cc1nc(-c2ccc(Cl)cc2)sc1C1(C)CC(c2ccncc2)=NO1 (configuration not stated),4,-30%,0%,i,-5%,7%,25%,-1%,3%
COc1cccc(CN(C)C(=O)c2ccc3c(=O)n4c(nc3c2)CCC4)c1,1,-3%,7%,i,1%,11%,9%,2%,8%
C/C=C(/C)C(=O)O[C@@H]1c2c(ccc3ccc(=O)oc23)O[C@@H]1C(C)(C)OC(=O)/C(C)=C\C,66,-29%,-8%,i,-1%,3%,0%,13µM*,10%
COc1ccc(CCNC(=O)COC(=O)c2cc3ccccc3oc2=O)cc1OC,9,i,-15%,i,-2%,0%,16%,67%[activator],2%
O=C(Oc1ccccc1)N1CCCC1,4,-12%,-17%,i,3%,-9%,7%,-7%,-17%
O=C(O)/C=C/C(=O)Nc1ccc(N2CCOCC2)nc1N1CCOCC1,-10,-4%,21%,i,1%,-2%,8%,12%,29%
CCN(CC)CCCN(Cc1cc2cc3c(cc2[nH]c1=O)OCO3)C(=S)NC,2,-14%,3%,i,-5%,2%,2%,4%,-12%
Cc1cccc(N2CCN(C(=O)NCc3ccc(F)cc3)CC2)c1C,7,-33%[inhibitor],-23%,i,2%,0%,17%,?,-29%
COC(=O)c1ccc(NC(=O)c2ccc3nsnc3c2)cc1,1,-27%,-11%,i,12%,-4%,3%,5%,-8%
CNC(=S)N1C2CCCC1CC(NC(=O)c1ccc(F)cc1)C2 (configuration not stated),1,i,6%,i,2%,0%,-22%,5%,-16%
COC(=O)C1=C(Nc2ccc(OC)cc2)C=C(C)C(C(=O)OC)C1c1ccc(C)cc1 (configuration not stated),3,-20%[57.5 µM],-7%,.,-15%,-13%,-16%,?,0%
COc1ccc(-n2c(N3CCN(C)CC3)nc3sc4c(c3c2=O)CCCCC4)cc1,-25,i,10%,i,17%,-3%,-3%,-9%,18%
COc1ccccc1C(=O)NCC(=O)OCc1nnc(-c2ccccc2)o1,7,i,-3%,i,-1%,-8%,17%,2%,-27%
CCOC(=O)C(NC(C)=O)(Nc1ccc(S(=O)(=O)Nc2cc(C)nc(C)n2)cc1)C(F)(F)F (configuration not stated),-7,i,-1%,i,-10%,-1%,-10%,7%,20%
CC(C)(C)OC(=O)N1CCC(C(=O)Nc2cccc(C(=O)NCc3ccccc3)c2)CC1,35,-41%[inhibitor],1%,i,-1%,-6%,17%,?,17%

# These rows are one share of the data (hit frequency here may not be typical).
